# FXN GAA850 act = activators of GAA850 frataxin (FXN) promoter; HEK293 lucGAA850 FXN promoter luciferase reporter, 24 h; percent of 10 µM SAHA response; activation, % at 6 µM; 0.56% of 360,000 active; AID 540364;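 active = activation above the average of all compounds screened plus 3 SD, cutoff fixed separately per campaign, cut at about 7.5% in these data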;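 also: 0% = DMSO wells and 100% = 10 µM SAHA wells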
# hgDAF-12 ag = agonists of H. glycines DAF-12 nuclear receptor; HEK293 GAL4-hgDAF12 UAS-luciferase reporter, agonist luminescence; normalized to butyrate control; activation, % at 6.8 µM; 1.8% of 370,000 active;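 active = activation above a cutoff set at the mean of all screened compounds plus 3 SD, cut at about 10% in these data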;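 also: 0% = DMSO wells and 100% = sodium butyrate wells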
# sPLA2-III inh = Inhibits HGIII-sPLA2 liposome hydrolysis, primary screen; Q9NZ20; QFRET BODIPY PC-A2 liposome hydrolysis, fluorescence; inhibition, % at 12.2 µM; 0.56% of 370,000 active; AID 743126;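 active = inhibition above mean plus 3 SD of compounds lying within the high and low control bounds, cut at about 19% in these data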;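 also: 0% = median of test compound wells and 100% = no enzyme DMSO wells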
# Target sequence (Q9NZ20 whole entry, looked up): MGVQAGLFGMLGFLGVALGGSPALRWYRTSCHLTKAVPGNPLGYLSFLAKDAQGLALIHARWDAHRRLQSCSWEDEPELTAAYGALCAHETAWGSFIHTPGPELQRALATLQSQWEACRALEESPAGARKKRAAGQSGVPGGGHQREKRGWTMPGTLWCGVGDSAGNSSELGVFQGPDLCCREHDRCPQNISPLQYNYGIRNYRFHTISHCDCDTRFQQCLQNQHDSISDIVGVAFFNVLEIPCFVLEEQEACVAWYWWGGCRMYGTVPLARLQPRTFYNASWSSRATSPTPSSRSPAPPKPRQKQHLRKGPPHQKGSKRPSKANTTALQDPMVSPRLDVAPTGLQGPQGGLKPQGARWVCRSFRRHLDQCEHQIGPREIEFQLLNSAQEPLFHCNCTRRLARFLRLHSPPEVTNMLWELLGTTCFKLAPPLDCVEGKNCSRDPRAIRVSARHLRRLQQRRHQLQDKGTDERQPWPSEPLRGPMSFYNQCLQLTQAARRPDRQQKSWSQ
# DAX1 inh-1 = DAX1 (NR0B1) inhibition, primary screen | AID 652010 | inhibition, % at 6.8 µM | 1.1% of 370,000 active | HEK293T StAR-luciferase reporter, SF-1/DAX-1 repression relief;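 active = inhibition above the mean over all tested compounds plus 3 SD, cut at about 3.6% in these data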;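 also: 0% = DAX-1 cells with DMSO and 100% = cells lacking DAX-1 with DMSO; higher inhibition means more luminescence from relief of DAX-1 repression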
# ssDAF12 agonist = activates DAF-12 receptor from parasite S. stercoralis; HEK293 ssDAF-12/GRIP1 lit1-tk-luc reporter, luminescence; % of 3 µM dafachronic acid response; activation, % at 6.8 µM; 1% of 370,000 active; AID 652126;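 active = activation above the mean over all tested compounds plus 3 SD, cut at about 0.9% in these data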;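 also: 0% = DMSO-only wells and 100% = 3 µM delta7-dafachronic acid wells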
# DAX1 inh-2 = inhibits human nuclear receptor DAX1; P51843; HEK293 Gal4-DAX1 luciferase reporter, luminescence; inhibition, % at 6.75 µM; AID 504766; 0.99% of 340,000 active;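 active = inhibition above the mean over all tested compounds plus 3 SD, cut at about 4.2% in these data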;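 also: 0% = DAX1-transfected cells with DMSO and 100% = empty-vector control cells with DMSO; inhibition shows as a rise in luminescence from relieved DAX1 repression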
# Target sequence (P51843 207-470 limits assumed): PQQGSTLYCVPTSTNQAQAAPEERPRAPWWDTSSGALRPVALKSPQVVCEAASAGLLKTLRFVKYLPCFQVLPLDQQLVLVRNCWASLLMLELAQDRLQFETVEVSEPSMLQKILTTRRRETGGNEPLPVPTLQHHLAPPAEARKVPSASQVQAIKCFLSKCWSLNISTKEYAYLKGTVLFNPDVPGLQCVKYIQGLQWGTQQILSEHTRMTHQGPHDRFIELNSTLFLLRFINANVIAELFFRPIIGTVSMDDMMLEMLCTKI
# GC-A act = GC-A (human) enzyme activation; HEK293 GC-A cells, cGMP TR-FRET, EC30 ANP; 0% at EC30 ANP, 100% saturating ANP; activation, % at 10 µM; P16066; 0.14% of 370,000 active; in the data active = activation above about 40%
# SMARCA2 activ = SMARCA2 function activation, primary screen | MG213 cells, MMTV-luciferase reporter, dexamethasone, overnight | activation, % at 9.1 µM | 1% of 370,000 active; in the data active = activation above about 7.8%;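 also: 0% = vehicle wells and 100% = reference activator wells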
# hcDAF-12 act = H. contortus DAF-12 activation, primary screen; HEK293 hcDAF-12 lit1-tk-luc reporter, luminescence; 0% DMSO, 100% Δ7-dafachronic acid; activation, % at 6.8 µM; 1.4% of 370,000 active;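 active = activation above the mean of all tested compounds plus 3 SD, cut at about 5.5% in these data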;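 also: 100% = response to 3 µM Δ7-dafachronic acid high control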
# proKLK7 act = proKLK7 (human) activation, primary screen | P49862 | 0.9% of 370,000 active | activation, % at 7 µM | purified proKLK7, EDANS-DABCYL substrate fluorescence; 100% is mature enzyme control, 0% vehicle;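 active = activation above the mean of all tested compounds plus 3 SD, computed per campaign excluding outliers beyond control limits, cut at about 13% in these data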
# Target sequence (P49862 whole entry, looked up): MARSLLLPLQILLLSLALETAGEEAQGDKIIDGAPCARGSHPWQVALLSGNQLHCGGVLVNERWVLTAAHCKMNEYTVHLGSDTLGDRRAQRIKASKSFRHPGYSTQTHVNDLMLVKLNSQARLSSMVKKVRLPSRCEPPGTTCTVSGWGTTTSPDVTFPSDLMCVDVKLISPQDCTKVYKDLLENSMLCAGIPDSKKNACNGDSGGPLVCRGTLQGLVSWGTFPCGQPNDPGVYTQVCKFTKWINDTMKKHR
# NPR2 activator = GC-B (human) receptor activation | P20594 | HEK293-GC-B cells, CNP EC30, cGMP TR-FRET; 0% at EC30 CNP, 100% saturating CNP | activation, % at 10 µM | 0.11% of 370,000 active;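 active = activation at 10 µM reaching about 35% in either raw or pattern-adjusted values, limit read from the data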
# Numbers without * were called inactive; nt = no result given.
compound,FXN GAA850 act,hgDAF-12 ag,sPLA2-III inh,DAX1 inh-1,ssDAF12 agonist,DAX1 inh-2,GC-A act,SMARCA2 activ,hcDAF-12 act,proKLK7 act,NPR2 activator
CC(C)(C)OC(=O)N1CCCC1C(=O)N1CCc2ccccc21 (stereo not given),-1.4,-1.9,8,-0.9,-0.5,1.1,-1,-3,2.6,0.0,5
Cc1ccc(N2C(=O)NC(NC(=O)C(C)(C)C)(C(F)(F)F)C2=O)cc1C (stereo not given),2.6,-1.9,-56,-0.3,-0.8,0.4,2,-2,-0.6,-0.4,0
COc1cccc(CNC(=S)OC2CCC23CCC(c2ccccc2)CC3)c1 (stereo not given),nt,-1.1,2,-0.8,-0.7,nt,-1,-2,-1.3,-0.7,-2
COc1ccc(/C=N/NC(=O)CNC(=O)c2ccc3c(c2)OCCO3)c(C(=O)O)c1OC,0.5,3.1,-1,0.0,-0.7,0.3,4,-1,-0.2,0.3,3
Cc1ncc([N+](=O)[O-])n1CC(=O)NC(C)(C)C,3.0,-0.8,6,0.5,-1.5,1.6,0,-3,1.2,0.7,3
O=C1[C@H]2[C@H](C=CC[C@H]2C(=O)N2CCOCC2)CCN1Cc1ccc(Cl)c(Cl)c1,nt,-0.9,9,-0.3,-1.1,nt,-2,0,-1.1,-0.3,5
O=C(Nc1nc(N2C(=O)c3ccccc3C2=O)n(-c2ccccc2)n1)c1ccc(Cl)cc1,-1.8,1.1,7,0.1,-1.2,0.5,3,-4,1.0,-0.6,3
O=C(N/N=C/c1ccco1)c1cc(-c2cccs2)[nH]n1,1.2,2.9,5,-0.3,-1.5,-0.2,5,-1,2.1,0.4,-6
CSc1cccc(NC(=O)C2CCCN(c3ncnc4c3nc3n4CCCCC3)C2)c1 (stereo not given),-0.5,-1.9,7,-2.7,-1.3,-0.6,-4,-3,-1.6,0.7,-7
Cc1ccc(C2N(c3cccc(Cl)c3)C(=O)C3CCCN32)o1 (stereo not given),1.4,-2.2,5,1.1,-0.8,1.4,4,2,-2.4,0.8,1
Cc1ccc(Nc2nc(N3CCOCC3)nc(N3CCOCC3)n2)cc1,0.5,0.5,4,0.1,-1.1,1.1,3,-3,-2.3,-0.1,2
CCCCc1ccc(NC(=O)CN(C)CC(=O)Nc2ccccc2Cl)cc1,1.8,-1.8,-15,-0.1,-1.1,0.3,0,-3,-1.3,0.1,1
Cc1c(CC(=O)NCCCCCC(=O)O)c(=O)oc2cc3occ(-c4ccccc4)c3cc12,1.9,-0.6,-6,0.0,-0.8,-0.3,-5,-1,-2.1,-0.5,3
O=C1OCCC1Sc1nc2ccccc2n1-c1ccccc1 (stereo not given),-1.1,0.0,-9,-0.1,-1.3,0.6,20,-2,0.8,0.2,-5
CCNC(=O)C1(C)CCN(C(=O)c2ccccc2C(F)(F)F)C1 (stereo not given),-0.2,2.2,-3,1.0,-1.5,nt,-1,-2,-1.4,0.2,1
CC(=O)c1ccc(N2CCN(C(=O)CCC(=O)Nc3ccc4nc(N5CCN(C)CC5)cc(C)c4c3)CC2)cc1,0.3,0.3,-7,-0.4,-1.3,-0.9,-3,1,-3.1,0.5,-3
CCN(CC(=O)Nc1ccccc1OC)C(=O)C1CC2C=CC1C2 (stereo not given),0.1,-0.4,-2,0.8,-1.7,-1.0,7,0,-1.0,0.7,-6
Cc1nnsc1SCCNC(=O)c1c(F)cccc1F,-0.2,-3.3,17,-0.6,-0.1,0.5,-1,-3,-2.1,0.2,3
Cc1cc(S(=O)(=O)NCc2ccncc2)c(C)cc1Br,-2.1,-5.6,-10,-7.9,-2.4,-3.6,1,-3,-5.8,0.7,-1
NC(=O)c1ncn([C@@H]2O[C@H](CNCc3ccc(OCC(=O)Nc4nccs4)cc3)[C@@H](O)[C@H]2O)n1,0.5,2.6,13,0.3,-1.5,0.0,4,-3,0.1,0.0,3

# (list continues)
compound,FXN GAA850 act,hgDAF-12 ag,sPLA2-III inh,DAX1 inh-1,ssDAF12 agonist,DAX1 inh-2,GC-A act,SMARCA2 activ,hcDAF-12 act,proKLK7 act,NPR2 activator
CCOC(=O)/C=C1\SCC(=O)N1CC(=O)NC(C)c1ccccc1 (stereo not given),-1.2,3.3,-8,0.1,-1.7,-0.7,0,-2,-0.7,0.6,1
Cc1ccc(Nc2nnc(C)c3ccccc23)c(C)c1,-1.1,-0.2,2,0.2,-2.1,1.6,-1,-2,-2.0,0.8,-1
CC(=O)Nc1ccc(NC(=O)CSC2=NS(=O)(=O)c3cc(F)ccc3N2)cc1,1.7,-1.9,-14,0.8,-1.0,-0.4,3,0,-0.4,0.2,5
O=C(Nc1ccc2c(c1)OCO2)c1ccc(S(=O)(=O)N2CCCC2)cc1,-1.1,-1.2,-5,-0.8,-2.1,2.7,4,-3,-0.6,-0.2,-1
CCOC(=O)c1ccc(NC(=S)NCCCN2CCN(C3CCCCC3)CC2)cc1,-0.1,0.6,0,-0.7,-2.6,-1.9,-2,-5,-2.1,0.3,-1
Cc1ccc(S(=O)(=O)N2CCN(c3ncccn3)CC2)c(C)c1,2.0,-3.2,3,-0.4,-1.2,0.4,-7,-1,-0.4,-0.2,6
O=C(NCCN1C(=O)S/C(=C\c2ccccc2F)C1=O)C1=COCCO1,-4.9,4.2,0,-6.5,-0.9,-2.9,-2,-3,-0.3,0.0,-3
CC(C)CN1CCN(Cc2cccn2-c2ccccn2)CC1CCO (stereo not given),3.6,0.3,1,-0.4,-1.0,2.7,-1,4,0.2,0.1,-1
O=C(CN1CCN(Cc2ccc3c(c2)OCO3)CC1)N1CCc2[nH]c3ccc(F)cc3c2C1,-0.3,-2.7,-32,-0.3,-1.3,-1.5,-5,-3,-1.6,1.9,-16
Cc1ccc(C)c(N(C(=O)CNC(=O)c2ccco2)C(C(=O)NCC2CCCO2)c2ccccc2)c1 (stereo not given),-1.5,0.7,3,-0.7,-1.2,-1.4,-11,-3,0.6,0.2,-4
COc1ccc(C/C(C)=N/NC(=O)c2cc(C)oc2C)cc1,2.3,9.3,4,1.6,-0.9,0.1,2,2,2.8,0.5,5
COc1ccc(C=C2c3ccccc3C(=O)c3ccccc32)c(OC)c1,-1.1,-4.3,12,0.2,-1.4,-2.6,-11,-1,1.5,0.6,-12
Cc1ccc(-c2nnn(CC(=O)N(c3ccc4c(c3)OCCO4)C(C(=O)NCC3CCCO3)c3ccc(F)cc3)n2)o1 (stereo not given),0.0,1.7,-2,0.1,-0.8,-1.0,-1,0,-0.2,-0.7,-4
c1ccc(-c2noc(C3CCCCC3)n2)nc1,3.1,8.2,-4,3.0,-0.2,1.5,2,4,3.0,0.0,1
COc1cc(C2=NOC(C(=O)N3CCN(c4ccc(F)cc4)CC3)C2)cc(OC)c1OC (stereo not given),3.1,-2.3,4,-0.9,-2.0,0.2,2,-5,-2.4,0.5,1
CCc1ccccc1N(C(=O)CNC(=O)c1ccco1)C(C(=O)NC1CCCC1)c1cccnc1 (stereo not given),-0.5,3.0,-1,0.1,-1.1,-0.7,-3,-2,2.5,0.0,5
CC(=C\c1ccccc1)/C=C1/SC(=S)N(C(C(=O)O)C(C)C)C1=O (stereo not given),1.1,-0.2,-17,0.5,-1.1,-0.6,0,3,2.1,0.2,-5
CN(CC(=O)Nc1ccccc1Cl)C(=O)COC(=O)c1ccc(Cl)nc1,0.7,0.3,5,-1.2,-0.7,-0.2,0,-3,-0.6,-0.1,6
Cc1ccc(S(=O)(=O)N2CCOCC2)cc1NC(=O)COC(=O)COc1cccc2c1OC(C)(C)C2,2.8,2.4,6,2.5,-1.1,1.5,-1,-2,-0.4,-0.7,1
COc1cccc(C(O)c2nc(-c3ccccc3)cs2)c1 (stereo not given),1.8,0.8,-3,-0.7,0.1,nt,2,1,0.5,-0.5,6

# (next part)
compound,FXN GAA850 act,hgDAF-12 ag,sPLA2-III inh,DAX1 inh-1,ssDAF12 agonist,DAX1 inh-2,GC-A act,SMARCA2 activ,hcDAF-12 act,proKLK7 act,NPR2 activator
CN1CCN(c2nc3nonc3nc2N2CCN(C)CC2)CC1,-1.1,-0.9,7,0.6,-0.9,-0.2,-1,4,-0.3,-0.2,-1
O=C(Nc1ccc(F)cc1)OCc1cn(Cc2ccc(C(F)(F)F)cc2)nn1,nt,-1.9,-9,-0.2,-0.9,nt,0,-2,-3.2,0.1,7
O=C(Nc1cccc(OCC(=O)N2CCOCC2)c1)c1ccc(C(F)(F)F)cc1,-1.9,1.6,1,-0.2,-0.8,0.0,2,2,-3.4,-0.2,-2
Cc1[nH]n(-c2ccccc2)c(=O)c1/C=N/c1nn[nH]n1,0.8,-0.8,-2,-0.3,-1.1,nt,-1,-1,3.4,-0.2,-3
COc1cccc(C2CC(c3ccccc3Cl)n3ncnc3N2)c1 (stereo not given),1.9,2.1,-1,-0.3,-1.3,0.4,1,-2,-0.2,0.1,4
CN(C)C(=N)c1n[nH]nc1SCc1ccc(Cl)c(Cl)c1,0.2,1.1,3,-1.1,-1.7,1.1,3,-1,0.6,-0.2,1
Cc1cccc(/C=N/NC(=O)c2cccc(Cl)c2)n1,7.6*,1.1,1,0.1,-0.8,0.6,16,6,2.4,-0.2,2
COc1cc(NC(=S)NC(=O)c2ccco2)ccc1NC(=O)C(C)C,4.9,0.3,12,-0.7,-1.8,0.9,-7,-2,1.8,-0.1,2
O=C(NCC1CCCO1)c1cccc(S(=O)(=O)N2CCOCC2)c1 (stereo not given),0.9,4.1,7,2.3,-0.9,-0.1,4,1,2.7,-0.2,2
CCc1cccc(NC(=O)CCc2nc(-c3cccs3)no2)c1,0.4,0.0,-23,-1.0,-1.8,-0.2,-9,-3,-1.3,-0.3,-13
CCCc1cc(=O)oc2cc(OCc3ccc(C(=O)O)cc3)ccc12,3.7,3.2,0,-0.2,-0.8,-0.2,-3,6,1.0,-1.2,1
COc1ccc(CCNc2cc(N3CCN(C(=O)c4ccccc4OC)CC3)ccc2[N+](=O)[O-])cc1OC,0.0,1.0,-2,-1.4,-2.1,-1.4,1,-1,-2.0,-0.1,6
Cc1cc(C)n2nc(C(=O)OCC(=O)Nc3ccc4c(c3)OCCO4)nc2n1,1.7,0.5,-3,0.4,-1.2,-0.5,-1,-2,1.0,0.4,-1
COc1ccc(S(=O)(=O)Nc2ccncc2)c(C)c1C,-0.9,-1.8,-53,0.6,-0.9,-0.4,2,0,-1.4,0.4,2
CCOC(=O)N1CCN(C(=O)C2c3cc(OC)c(OC)cc3C(=O)N3CCc4ccccc4C23)CC1 (stereo not given),-0.6,-2.1,3,0.9,-1.1,1.1,1,-1,0.2,-0.8,4

# Part of the list above, limited to SMARCA2 activ, DAX1 inh-1 and NPR2 activator.
SMILES	SMARCA2 activ	DAX1 inh-1	NPR2 activator
Cc1cccc(/C=N/NC(=O)c2cccc(Cl)c2)n1	6	0.1	2
COc1cc(NC(=S)NC(=O)c2ccco2)ccc1NC(=O)C(C)C	-2	-0.7	2
O=C(NCC1CCCO1)c1cccc(S(=O)(=O)N2CCOCC2)c1 (stereo not given)	1	2.3	2

# Source: PubChem (several laboratories)

# Rows are unselected; overall some 6.7% were active at least once.
